# NR2F2 inh – NR2F2 (human) inhibition, primary screen; HEK293T NGFI-A luciferase reporter, luminescence; 370,000 compounds, 0.7% hits; AID 686940; inhibition, % at 8.6 µM; P24468;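 active = inhibition above a per-plate cutoff, mean inhibition of test wells between control levels plus 3 SD, cut at about 38% in these data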;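 also: cells cotransfected with COUP-TFII expression vector driving the NGFI-A reporter; 0% = median of COUP-TF2 test wells and 100% = reporter-only cells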
# Target sequence (P24468 whole entry, looked up): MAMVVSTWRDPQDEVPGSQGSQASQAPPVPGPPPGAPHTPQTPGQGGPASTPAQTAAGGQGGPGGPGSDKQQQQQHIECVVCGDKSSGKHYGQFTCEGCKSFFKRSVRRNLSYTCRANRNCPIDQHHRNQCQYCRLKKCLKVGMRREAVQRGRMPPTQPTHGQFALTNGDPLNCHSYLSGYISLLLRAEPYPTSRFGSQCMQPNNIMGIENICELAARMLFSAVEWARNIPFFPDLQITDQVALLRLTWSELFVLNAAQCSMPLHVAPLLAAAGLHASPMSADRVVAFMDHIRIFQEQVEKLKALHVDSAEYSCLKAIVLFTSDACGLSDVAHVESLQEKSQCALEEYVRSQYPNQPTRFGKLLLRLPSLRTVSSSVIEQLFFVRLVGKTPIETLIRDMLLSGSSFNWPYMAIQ
# MC4R antagonist – human MC4R antagonism in cAMP assay. P32245. MC4R-expressing cells, MTII-stimulated cAMP, LANCE TR-FRET. inhibition, % at 6.5 µM. 360,000 compounds, 0.48% hits. AID 540295;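 active = inhibition above its plate's cutoff, the mean of tested wells on that plate plus 3 SD, cut at about 29% in these data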;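 also: 0% = Melanotan II alone and 100% = Melanotan II plus saturating MCL0020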
# Target sequence (P32245 whole entry, looked up): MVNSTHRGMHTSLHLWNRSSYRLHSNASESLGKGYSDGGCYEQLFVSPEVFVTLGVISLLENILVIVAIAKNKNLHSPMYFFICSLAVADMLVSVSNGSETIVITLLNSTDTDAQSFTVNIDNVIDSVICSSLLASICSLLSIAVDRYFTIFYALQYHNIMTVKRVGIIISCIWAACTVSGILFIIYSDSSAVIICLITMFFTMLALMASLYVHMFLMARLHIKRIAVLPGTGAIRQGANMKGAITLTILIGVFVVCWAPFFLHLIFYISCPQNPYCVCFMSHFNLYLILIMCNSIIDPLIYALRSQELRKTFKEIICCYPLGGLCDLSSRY
#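 Assay system: U2OS-MC4R stable cell line; Also added: Melanotan II; Technique: Eu-cAMP/anti-cAMP TR-FRET, emission 671 nm; Times: 30-min compound, 1-h challenge, 1-h detection, room temperature.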
# NOD2 RIPK2 PPI – NOD2-RIPK2 protein interaction inhibition; O43353; CHO BLA complementation NOD2-RIPK2, CCF4 ratio; inhibition, % at 4.98 µM; 360,000 compounds, 0.38% hits; AID 624267; in the data active = inhibition above about 21%;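 also: 0% = vehicle only and 100% = reference blocker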
# LMP1 NFkB inh – Epstein-Barr LMP1 NF-kappaB reporter inhibition; LMP1-induced NF-kappaB luciferase reporter cells, luminescence; inhibition, % at 12.5 µM; 350,000 compounds, 0.69% hits; AID 504558; in the data active = inhibition above about 41%; inconclusive = no clear call, values can overlap the other calls;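 also: 0% = neutral control wells and 100% = reference inhibitor control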
# SRC1 inh – inhibits human SRC1 coactivator | Q15788 | HEK293 GAL4-SRC1 luciferase reporter, luminescence | inhibition, % at 3.6 µM | 360,000 compounds, 0.12% hits;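 active = inhibition above the campaign mean plus 3 SD, with each screening campaign given its own cutoff, cut at about 60% in these data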;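 also: 0% = DMSO treated cells and 100% = gossypol at 36 µM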
# MC4R ag barr – activates human MC4R beta-arrestin recruitment; P32245; U2OS MC4R beta-arrestin complementation, luminescence; percent of melanotan II response, DMSO zero; activation, % at 8.9 µM; 360,000 compounds, 0.98% hits; AID 540308;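 active = activation above a per-plate cutoff, the mean activation of sample wells on that plate plus 3 SD, cut at about 8% in these data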
# LRH-1 inv ag – NR5A2 inverse agonism in reporter assay | 360,000 compounds, 0.13% hits | AID 602396 | inhibition, % at 3.6 µM | O00482 | HEK293T StAR-luciferase reporter, LRH-1 transfected, 24 h;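 active = inhibition above the mean inhibition of all tested compounds plus 3 SD, cut at about 73% in these data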;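 also: 0% = DMSO wells and 100% = reporter-only cells lacking LRH-1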
# ABHD5-PLIN5 inh – ABHD5-PLIN5 protein interaction inhibition | 360,000 compounds, 0.78% hits | inhibition, % at 4 µM | Split G. princeps luciferase complementation, luminescence, 4 h | Q00G26+Q8WTS1;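 active = inhibition above the mean inhibition across every tested compound plus 3 SD, cut at about 22% in these data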;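 also: 0% = DMSO only wells and the 100% control is not disclosed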
# TLR9-MyD88 inh – inhibitors of human TLR9-MyD88 binding. Q9NR96+Q99836. CHO BLA complementation TLR9-MyD88, CCF4 FRET ratio. inhibition, % at 4.98 µM. 340,000 compounds, 0.21% hits;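 active = inhibition above the mean over all tested compounds plus 3 SD, cut at about 21% in these data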;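 also: 0% = DMSO only wells and 100% = clavulanate BLA inhibitor control wells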
# SRC2 inh – human SRC2 (NCOA2) inhibition; Q15596; HEK293 GAL4-SRC2 luciferase reporter, luminescence; inhibition, % at 9 µM; 370,000 compounds, 0.17% hits; AID 651957;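 active = inhibition above the mean inhibition of all tested compounds plus 3 SD, set per campaign, cut at about 52% in these data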;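 also: 0% = DMSO treated cells and 100% = cells given Gossypol at 36 µM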
# SRC3 inh – inhibits human SRC3 coactivator | 360,000 compounds, 0.17% hits | HEK293 GAL4-SRC3 luciferase reporter, luminescence | Q9Y6Q9 | inhibition, % at 3.6 µM;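 active = inhibition above a per-campaign cutoff, the mean of all compounds plus 3 SD, cut at about 60% in these data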;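 also: 0% = DMSO-treated cells and 100% = gossypol-treated cells at 36 µM; higher means less SRC3-driven luciferase light from the GAL4 reporter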
# Starred values were filed as active, the others as inactive; ? = inconclusive; . = not tested or not shown. This is a subset (hit frequency here may not be typical).
SMILES,NR2F2 inh,MC4R antagonist,NOD2 RIPK2 PPI,LMP1 NFkB inh,SRC1 inh,MC4R ag barr,LRH-1 inv ag,ABHD5-PLIN5 inh,TLR9-MyD88 inh,SRC2 inh,SRC3 inh
CCCCOc1ccc(N2CC(C(=O)NCCc3ccc(OC)c(OC)c3)CC2=O)cc1 (stereo unspecified),-21,-3,-16,6,-7,1.2,-6,-5,4,-23,-3
COc1ccccc1NS(=O)(=O)c1cc(C(=O)NCc2ccco2)ccc1C,11,15,2,-3,-6,0.4,-16,6,-5,3,3
N#Cc1c(N)c(C(=O)c2ccccc2)n2c1CCCC2,10,-4,-13,1,-3,-0.8,13,13,7,3,18
Cc1cc(Cl)ccc1OCC(=O)NC1CCCC1,27,18,0,5,-29,1.8,8,-2,-2,-1,-16
CS(=O)(=O)N1CCC(C(=O)Nc2ccc3c(c2)OCCO3)CC1,-10,11,-11,-13,2,1.0,-11,1,-8,-11,-5
Cc1ccccc1C(=O)NNC(=O)Cc1ccccc1,-11,6,-1,4,-63,-0.9,-7,6,-6,-11,-9
O=C(COc1cccnc1[N+](=O)[O-])NCc1ccco1,6,-7,-5,-2,1,-0.9,17,6,0,-6,-13
O=c1c2ccccc2nc(SCc2cn3ccsc3n2)n1-c1ccccc1F,-4,-53,3,28,-27,-1.1,4,8,5,-2,-9
CCS(=O)(=O)N1CCC(C(=O)NCCCN2CCC(Cc3ccccc3)CC2)CC1,-14,2,-7,-6,0,-1.8,-4,-8,-1,-40,10
Cc1nn(CC(O)COc2ccc3c(c2)CCC3)c(C)c1C (stereo unspecified),6,4,10,4,-21,-0.2,-7,-4,0,-19,10
CCCS(=O)(=O)Nc1ccc(Nc2c3ccccc3nc3ccccc23)c(OC)c1,-68,2,-2,43*,66*,-1.2,33,1,-1,-25,70*
CCCN1C(=O)C(Cc2nc3ccccc3c(=O)n2-c2ccccc2)c2ccccc21 (stereo unspecified),-7,-2,-5,-4,-4,-1.2,10,5,-4,25,11
CC(=O)CCc1ccc(OCC(O)CNC2CCCc3ccccc32)cc1 (stereo unspecified),16,13,3,-1,-11,0.5,4,6,-4,11,-4
Cc1cccc(/C=N/NC(=O)CNc2cccc3ccccc23)n1,6,7,7,?,-13,0.7,-8,2,-9,-3,-6
O=C(Nc1cccc(-c2cnc3ccccc3n2)c1)C1CC(=O)N(c2ccccc2)C1 (stereo unspecified),0,3,-3,-17,-19,0.7,-8,8,-5,-13,-28
O=C(Cc1ccccc1)Nc1ccc(F)cc1,-10,12,-5,-6,-37,-0.1,-11,0,.,-50,9
COc1cc2oc(=O)cc(-c3cccc(-c4cccc(C)c4)c3)c2c(OC)c1OC,-19,13,-2,-7,-6,-0.5,-5,-9,3,-10,13
CCOC(=O)C1CCCN(S(=O)(=O)c2ccc(Br)c(OC)c2)C1 (stereo unspecified),2,5,1,-3,-3,4.8,-19,-9,-6,-13,-22
Fc1ccc(COc2cccc3cccnc23)cc1,-41,-1,-8,-23,-9,-0.7,-38,-1,.,-40,-60
O=C(O)CCCCN1C(=O)/C(=C\c2ccc(OCc3ccccc3)c(OCc3ccccc3)c2)SC1=S,-2,2,-18,-2,6,2.8,-1,4,-3,10,5
N#Cc1c(-c2ccccc2)nc(SCC(=O)Nc2nnc(C(F)(F)F)s2)[nH]c1=O,-1,11,-7,1,2,0.5,1,-8,.,6,7
COc1ccc(CNC(=O)Nc2ccc([N+](=O)[O-])cc2)cc1,-14,6,3,10,-13,-1.1,-22,0,-6,-9,-4
CCCCN1C(N)=NC[C@@H]1Cc1ccc(O)cc1,-10,3,-4,-2,-34,-1.3,10,1,-2,-16,5
NC(=S)N=Nc1c(O)n(CCCl)c2ccc(Cl)cc12,-9,-11,-3,18,8,-5.2,6,3,-4,0,-6
CCn1nc(C)c(C(=O)Nc2cc(Oc3cc(C)cc(C)c3)cc([N+](=O)[O-])c2)c1C,3,-7,3,-1,3,-0.5,0,-6,3,-21,-17

# Molecules listed so far containing an aryl thioether with sulfur outside any ring (two):
SMILES,NR2F2 inh,MC4R antagonist,NOD2 RIPK2 PPI,LMP1 NFkB inh,SRC1 inh,MC4R ag barr,LRH-1 inv ag,ABHD5-PLIN5 inh,TLR9-MyD88 inh,SRC2 inh,SRC3 inh
O=c1c2ccccc2nc(SCc2cn3ccsc3n2)n1-c1ccccc1F,-4,-53,3,28,-27,-1.1,4,8,5,-2,-9
N#Cc1c(-c2ccccc2)nc(SCC(=O)Nc2nnc(C(F)(F)F)s2)[nH]c1=O,-1,11,-7,1,2,0.5,1,-8,.,6,7

# Next part.
SMILES,NR2F2 inh,MC4R antagonist,NOD2 RIPK2 PPI,LMP1 NFkB inh,SRC1 inh,MC4R ag barr,LRH-1 inv ag,ABHD5-PLIN5 inh,TLR9-MyD88 inh,SRC2 inh,SRC3 inh
CCOC(=O)c1nc(NCc2cccnc2)c2ccccc2n1,0,18,-14,-1,-6,0.3,12,-2,-1,-13,-12
N#CC1(Cc2ccccc2Cl)c2ccccc2C=CN1C(=O)c1ccccc1 (stereo unspecified),3,13,1,8,-1,3.2,-14,0,0,-3,9
O=C1c2ccccc2C(Nc2ccccc2F)N1c1cccnc1 (stereo unspecified),12,5,3,-2,5,-0.2,-3,1,-9,-2,8
Cc1cc(NS(=O)(=O)c2ccc(NC(=O)c3cnc4sccn4c3=O)cc2)nc(C)n1,16,3,2,3,-1,0.1,1,-4,3,14,1
CN(NC(=O)c1ccccc1)c1nc2ccccc2nc1C(F)(F)F,-4,-8,-1,-8,-6,0.1,6,5,-4,-5,4
Cc1cc(C)c2nc(NNC(=O)c3ccc(S(=O)(=O)N4CC(C)CC(C)C4)cc3)sc2c1 (stereo unspecified),1,9,0,38,28,0.7,36,29*,-2,5,24
CCCOc1ccc(C(=O)Nc2ccc(S(=O)(=O)N3CCN(C)CC3)cc2)cc1,19,-1,1,1,1,0.1,14,-10,-12,20,9
CCN1CCN(c2oc(-c3ccccc3C)nc2S(=O)(=O)c2ccccc2)CC1,-11,9,5,-24,3,-0.3,-25,7,-8,-11,7
N/C(COc1cc(Cl)cc(Cl)c1)=N\O,-2,-1,12,8,11,0.7,-9,7,-5,29,10
Cc1cccc(C)c1NC(=O)C(c1ccccc1OC(F)(F)F)N1CCC(c2ccccc2)CC1 (stereo unspecified),1,.,-17,.,.,.,30,-5,.,10,.
O=C(NCCc1ccccn1)/C(=C/c1ccco1)NC(=O)c1ccccc1,-9,2,9,-18,1,-2.2,0,-1,5,-6,-4
O=S(=O)(c1ccc2c(c1)CCCN2)N1CCCC2CCCCC21 (stereo unspecified),18,-11,-1,4,-10,0.0,0,-7,5,-5,11
Cc1ccc(C(=O)CN2CCN(c3ccccn3)CC2)c(C)c1,-16,2,0,-6,6,-0.6,-11,-6,2,1,-6
C=CCC1(O)C(=O)N2C(=C1C(=O)OCC)c1ccc3ccccc3c1CC2(C)C (stereo unspecified),16,0,-7,25,6,-0.6,17,5,-9,14,8
COc1ccc(CN2C[C@@H](CO)O[C@@H](n3cnc4c(NCCO)ncnc43)C2)cc1,1,-6,0,.,1,-1.0,-13,0,.,2,0
COc1cc(OC)c(/C=N/n2c(C)nnc2C)c(OC)c1,6,-4,-4,-7,-15,-3.6,6,-6,-11,1,16
COC(=O)CCc1c(C)c(C(=O)c2cc(OC)c(OC)c(OC)c2)c2ccccn12,25,-15,6,6,1,-1.1,11,4,5,-18,10
Cc1cccc(NC(=S)NCC(c2cccnc2)N(C)C)c1C (stereo unspecified),6,7,1,-2,-1,-2.2,2,-3,9,6,2
COc1cc(Cl)c(CN2CCC(CO)(CCOc3ccccc3)CC2)cc1OC,11,3,0,2,4,-0.9,-13,-1,2,15,-4
CCOC(=O)N1CCN(C(=O)c2cccc(F)c2)CC1,1,-6,-6,-10,-20,-1.3,-23,10,5,10,6
CCCOc1ccc(C(=O)CCNc2cccc(Cl)c2)cc1,-21,-5,-3,4,-6,-1.2,3,-6,4,-12,8
COc1ccc(CNC(=O)CN(C(=O)c2csnn2)c2cccc(C(C)=O)c2)cc1,-2,19,-3,-5,-13,0.9,17,-2,-4,-2,18
CC(C)[C@H](NS(=O)(=O)/C=C/c1ccccc1)C(=O)OCC(=O)NC(N)=O,-20,-3,-3,-7,1,-1.2,2,-1,7,-20,13
COC(=O)C1=C(C)OC(N)=C(C#N)C1c1cc(C)sc1C (stereo unspecified),-19,8,9,-2,6,0.6,-6,-2,-2,17,5
O=C1CN(C(=O)c2cc3ccccc3o2)c2ccccc2N1,-18,-2,-10,-5,-2,-0.4,-44,0,7,-18,-6
CC(C)c1ccc(CN2C(=O)c3ccccc3S2(=O)=O)cc1,-8,1,1,-13,-19,-0.6,-13,-4,-4,-3,-20
Cc1nc(N2CCCCC2)c2ccsc2n1,12,-5,-4,3,9,0.3,-4,4,-4,6,6
Cc1ccc2c(c1)C1CN(C)CCC1N2S(=O)(=O)c1ccc(C(C)C)cc1 (stereo unspecified),21,9,10,-4,-28,-2.3,10,8,-10,-24,0
CSc1ccccc1C(=O)Nc1cc2c(cc1C(=O)O)OCCCO2,11,7,-7,-4,-12,-1.7,-31,8,-4,-1,-8

# Single records (already shown).
# Entry for COC(=O)CCc1c(C)c(C(=O)c2cc(OC)c(OC)c(OC)c2)c2ccccn12 = NR2F2 inh: 25; MC4R antagonist: -15; NOD2 RIPK2 PPI: 6; LMP1 NFkB inh: 6; SRC1 inh: 1; MC4R ag barr: -1.1; LRH-1 inv ag: 11; ABHD5-PLIN5 inh: 4; TLR9-MyD88 inh: 5; SRC2 inh: -18; SRC3 inh: 10
# Entry for Cc1ccc2c(c1)C1CN(C)CCC1N2S(=O)(=O)c1ccc(C(C)C)cc1 (stereo unspecified) = NR2F2 inh: 21; MC4R antagonist: 9; NOD2 RIPK2 PPI: 10; LMP1 NFkB inh: -4; SRC1 inh: -28; MC4R ag barr: -2.3; LRH-1 inv ag: 10; ABHD5-PLIN5 inh: 8; TLR9-MyD88 inh: -10; SRC2 inh: -24; SRC3 inh: 0
